Assay outcomes: PubChem, several laboratories
T cell modulator: modulates CD8 T cell binding to vesicles. calls only at 7 µM. AID 2052. actives 0.068% (n = 330,000). 2C CD8+ T cell-vesicle binding, flow cytometry; stronger effect = lower value;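 active means response, share of CD8 T cells binding vesicles, and their 90th percentile fluorescence all below set limits, cut at about 80% in these data, passing the limit was not always enough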
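Material: murine 2C transgenic CD8+ T lymphocytes / Also added: QL9-peptide-loaded Drosophila micro-vesicles bearing Ld, ICAM-1 and B7-1 / Schedule: binding step 1.5 h, 37 °C, antibody labelling 20 min, ice / Signal: flow cytometry, PE anti-B7-1 (FL2) versus Alexa647 anti-CD8 (FL8), PFA-fixed / Evaluation: percent CD8+ FL2 mean versus row control / Benchmarks: naked versus QL9-loaded vesicles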
West Nile virus CPE: inhibition of WNV-induced cytopathic effect – cell-based, CPE readout (AID 1621); West Nile virus-infected cells, CPE inhibition; higher % means a stronger effect; CPE inhibition, % at 10 µM, or IC50 in µM where a hit was titrated; actives 0.02% (n = 290,000); in the data active means a potency from the dose series; further: strong numbers were not always called active
Rac1 GTP hydrolysis: MgcRacGAP GTPase-activating activity inhibitors, confirmation, biochemical, ADP Hunter fluorescence; MgcRacGAP-stimulated Rac1 GTP hydrolysis, ADP Hunter fluorescence; higher % means a stronger effect; GST-tagged Rac1 F28L mutant substrate; actives 0.6% (n = 340,000); one-dose inhibition, % at 30 µM; IC50 in µM for titrated hits;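 active means first-screen hits whose inhibition reached a set limit at any dose in the follow-up dose series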;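 further: fluorescence reports GDP produced by GAP-driven GTP hydrolysis; strong numbers were not always called active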
K1F lysis inhibition: protection from phage-mediated lysis, alamar blue read-out – E. coli UTI89, K1F phage, bacterial capsule biogenesis inhibitors (AID 488966) | one-dose inhibition, % at 100 µM; IC50 in µM for titrated hits | E. coli UTI89 K1F phage lysis, alamar blue, 2 h; higher % means a stronger effect | actives 0.02% (n = 340,000);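 active means phage lysis inhibition, versus mean bacterial control, above a set limit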;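 further: capsule biogenesis inhibitors block K1F phage lysis so surviving cells raise fluorescence; higher fluorescence means more inhibition of phage lysis; actives were called in the ten point dose series up to 300 µM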
Salmonella PhoP GFP: PhoP-dependent GFP reporter repression – Salmonella Typhimurium, primary screen (AID 1863); actives 0.16% (n = 300,000); inhibition, % at 50 µM, or IC50 in µM where a hit was titrated; S. Typhimurium PhoP-regulated promoter GFP reporter, 4 h; higher % means a stronger effect;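 active means inhibition over 29.93%, a cutoff 3 SD above the screen mean, later confirmed by dose response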;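 further: 0% = low Mg2+ inducing control and 100% = high Mg2+ repressing control; strong numbers were not always called active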
NTR1 ag: NTR1-driven beta-arrestin-GFP spot formation – imaging, U2OS cells, high content, primary screen (AID 493036); P30989; agonist mode; activation, % at 20 µM; actives 0.17% (n = 330,000);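 active means activation at or above 40% of the spot to cytoplasm intensity ratio, with at least 20 cells analyzed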;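 further: 0% = DMSO without peptide and 100% = 100 nM NTR1 peptide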
Target sequence (P30989 whole entry, looked up): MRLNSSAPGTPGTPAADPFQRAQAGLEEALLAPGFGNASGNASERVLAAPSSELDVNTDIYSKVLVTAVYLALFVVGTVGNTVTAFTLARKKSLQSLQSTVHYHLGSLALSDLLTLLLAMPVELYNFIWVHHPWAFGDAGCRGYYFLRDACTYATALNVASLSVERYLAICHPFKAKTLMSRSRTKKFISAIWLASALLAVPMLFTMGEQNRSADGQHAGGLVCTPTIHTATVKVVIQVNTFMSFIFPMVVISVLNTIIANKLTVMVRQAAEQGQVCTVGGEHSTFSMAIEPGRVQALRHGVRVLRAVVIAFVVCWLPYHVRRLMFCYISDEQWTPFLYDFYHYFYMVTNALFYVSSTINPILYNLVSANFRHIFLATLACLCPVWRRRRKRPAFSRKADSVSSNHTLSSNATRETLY
RSV antiviral HEp-2: RSV antiviral activity via CPE protection, HEp-2 cells, primary 10 µM value included (AID 2391); HEp-2 cells, RSV-induced CPE inhibition; higher % means a stronger effect; one-dose CPE inhibition, % at 10 µM; IC50 in µM for titrated hits; actives 0.13% (n = 310,000); in the data active means a potency from the dose series; further: strong numbers were not always called active
Dengue-2 NS5 capping: flavivirus cap methylation enzyme inhibition – biochemical, confirmation dose response, primary screen (AID 588689); Dengue-2 NS5 methyltransferase capping enzyme assay, biochemical; higher % means a stronger effect; actives 0.3% (n = 340,000); inhibition, % at 25 µM; hits with a dose series show IC50 in µM; in the data active means a potency from the dose series
SV40 large T antigen: SV40 large T antigen inhibitors, biochemical (AID 1903) | SV40 large T antigen ATPase/helicase inhibition assay; higher % means a stronger effect | one-dose inhibition, % at 20 µM; IC50 in µM for titrated hits | actives 0.39% (n = 310,000); in the data active means a potency from the dose series; further: strong numbers were not always called active
T cell modulator vesicle-bound %: further read-out of T cell modulator, marked with its call; double positive events, %; measured here: CD8+ vesicle-bound cell fraction;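 binding gate set so that unloaded-vesicle control wells show 10% double positive cells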
NTR1 ag cell count 20 µM: also measured in NTR1 ag; calls as there; cell count; measured here: cell count, cytotoxicity flag
Dengue-2 NS5 capping pilot replicate: further read-out of Dengue-2 NS5 capping, marked with its call; inhibition, %; measured here: pilot screen replicate inhibition
* = called active by the depositor; i = inactive; . = no result given; [ ] = another dose, or the depositor's remark.

SMILES	T cell modulator	T cell modulator vesicle-bound %	West Nile virus CPE	Rac1 GTP hydrolysis	K1F lysis inhibition	Salmonella PhoP GFP	NTR1 ag	NTR1 ag cell count 20 µM	RSV antiviral HEp-2	Dengue-2 NS5 capping	SV40 large T antigen	others
Nc1cc(Cl)ccc1C(=O)OCC(=O)NC(=O)NCc1ccccc1	i	46	-0.4%	2%	5.8%	-1%	3.7	33	2.4%	-4%	7%
O=C(Nc1ncccc1Cl)c1cc2ccccc2o1	i	7	0.4%	12%	1.1%	-2%	-0.9	61	3.0%	-6%	.
COC(=O)[C@H](C)N(Cc1ccc(Cl)c(Cl)c1)S(=O)(=O)CCNC1CCCC1	.	.	.	10%	-0.1%	.	1.4	56	.	-6%	.
COc1cc(N=c2c([N+](=O)[O-])nn(-c3ccc4c(c3)OCCO4)n2O)cc(OC)c1	i	0	0.9%	8%	5.4%[50 µM]	13%	2.7	58	3.1%	4%	10%
COc1ccc2nc(N3CCOCC3)cc(C)c2c1	i	31	-0.2%	3%	5.3%	-3%	-1.0	53	17%	0%	6%
CC(=O)Nc1ccc(C(=S)NCc2ccco2)cc1	i	29	0.2%	1%	-0.3%	14%	0.1	75	-0.9%	-1%	15%	Dengue-2 NS5 capping pilot replicate=2.4
CCC(=O)c1c(NCCc2ccccc2)cc(C)oc1=O	i	46	-1.1%	11%	0.3%	-9%	-1.6	91	0.0%	-1%	20%
Cc1ccccc1S(=O)(=O)NC(=NCc1ccc(F)cc1)c1ccccc1	i	43	.	3%	-1.0%	.	3.7	58	.	-2%	.
CC1CN(C2CCN(C(=O)c3cccc(Cl)c3)CC2)CC(C)O1 (stereo not given)	i	19	-0.3%	10%	2.4%	-1%	0.4	67	1.9%	-2%	11%
CCc1ccc(OCc2nnc(SCc3ccc(C(=O)O)cc3)o2)cc1	i	28	0.2%	1%	-5.0%	7%	0.4	41	1.9%	2%	-2%

Compounds shown so far containing a furan ring, fused or not:
SMILES	T cell modulator	T cell modulator vesicle-bound %	West Nile virus CPE	Rac1 GTP hydrolysis	K1F lysis inhibition	Salmonella PhoP GFP	NTR1 ag	NTR1 ag cell count 20 µM	RSV antiviral HEp-2	Dengue-2 NS5 capping	SV40 large T antigen	others
O=C(Nc1ncccc1Cl)c1cc2ccccc2o1	i	7	0.4%	12%	1.1%	-2%	-0.9	61	3.0%	-6%	.
CC(=O)Nc1ccc(C(=S)NCc2ccco2)cc1	i	29	0.2%	1%	-0.3%	14%	0.1	75	-0.9%	-1%	15%	Dengue-2 NS5 capping pilot replicate=2.4

The main list resumes, starting two compounds before the break.
SMILES	T cell modulator	T cell modulator vesicle-bound %	West Nile virus CPE	Rac1 GTP hydrolysis	K1F lysis inhibition	Salmonella PhoP GFP	NTR1 ag	NTR1 ag cell count 20 µM	RSV antiviral HEp-2	Dengue-2 NS5 capping	SV40 large T antigen	others
CC1CN(C2CCN(C(=O)c3cccc(Cl)c3)CC2)CC(C)O1 (stereo not given)	i	19	-0.3%	10%	2.4%	-1%	0.4	67	1.9%	-2%	11%
CCc1ccc(OCc2nnc(SCc3ccc(C(=O)O)cc3)o2)cc1	i	28	0.2%	1%	-5.0%	7%	0.4	41	1.9%	2%	-2%
COC(=O)C1=C(C)N(Cc2ccc(C)cc2)C(=O)/C1=C\c1cc(OC)c(OC)c(OC)c1	i	52	0.5%	8%	-0.1%	7%	5.5	100	7.2%	-15%	6%
COC(=O)c1c(NC(=O)/C=C/C(=O)O)sc(Cc2ccccc2)c1C	i	43	-0.1%	12%	-0.6%[50 µM]	-8%	4.0	56	7.3%	8%	26%
COc1ccc(NC(=O)COc2cccc3c2CCNC3=O)cc1	.	.	.	1%	1.8%[50 µM]	.	1.1	65	.	1%	.
C=CCNCCCCOc1ccc(C)cc1[N+](=O)[O-]	i	16	-0.1%	14%	0.7%	6%	-1.3	57	0.3%	-2%	24%
Cc1ccc(C(c2sc3nc(C)nn3c2O)N2CCN(c3ccccc3F)CC2)cc1 (stereo not given)	i	51	0.3%	-3%	1.6%	-1%	0.9	52	0.2%	-3%	6%
O=C(Cn1cnc2ccccc2c1=O)NCC1COc2ccccc2O1 (stereo not given)	i	24	1.4%	12%	-0.3%	-5%	0.7	48	1.5%	-1%	12%
Cc1cccc(C)c1Nc1nnc(SCC(=O)Nc2cc(S(=O)(=O)N3CCCCC3)ccc2Cl)s1	i	30	-1.1%	2%	4.2%	-13%	-1.4	57	16%	-3%	12%
COc1ccc(/C=C/C(=O)Nc2ccccc2Cl)cc1S(=O)(=O)N1CCOCC1	i	33	0.2%	1%	3.0%	-13%	2.3	44	3.6%	5%	6%
COc1cccc(C2N(c3cccc(Cl)c3)C(=O)C3CCCN32)c1OC (stereo not given)	i	65	-0.3%	-8%	6.0%	7%	-0.7	52	0.9%	4%	9%
COc1ccc2[nH]c(=O)c(C(c3nnnn3CC3CCCO3)N3CCCCC3)cc2c1 (stereo not given)	i	42	0.0%	8%	-0.2%	0%	1.6	45	1.0%	-5%	4%
O=C(CSc1ccc(Br)cc1)Nc1cccc(S(=O)(=O)N2CCOCC2)c1	.	.	.	7%	0.5%[50 µM]	.	-0.3	42	.	4%	.
CC(C)=CCN1CCN(Cc2cc(C(C)C)n[nH]2)CC1CCO (stereo not given)	i	26	0.6%	9%	0.0%	-1%	2.2	50	-0.7%	-8%	18%
CC1(C)CC(N2CCOCC2)=CC(=[N+]2CCOCC2)C1	i	7	0.2%	8%	0.1%	7%	1.3	32	1.3%	12%	9%
N#Cc1c(-c2ccccc2)nc(-c2ccccc2)[nH]c1=O	i	7	1.4%	5%	1.0%	-3%	0.2	105	8.0%	-1%	9%
COc1ccc2oc(=O)c(C(=O)NCc3ccco3)cc2c1	i	22	0.4%	-7%	0.0%	3%	-0.6	50	1.5%	6%	12%
NCCc1nnc(SCc2ccccc2Cl)o1	i	36	0.3%	.	.	-5%	-1.3	42	.	.	9%
CCN1C(=O)c2cccc3c(S(=O)(=O)NCCCN4CCOCC4)ccc1c23	i	43	-1.1%	6%	-0.4%	3%	1.3	108	0.3%	-6%	10%
O=C(c1ccc(S(=O)(=O)Nc2ccccc2F)cc1)N1CCC1	i	31	.	3%	1.4%[50 µM]	-7%	-0.2	55	1.4%	-1%	0%
COCCNS(=O)(=O)c1ccc(OCC(=O)N2CCc3ccccc3C2)c(Cl)c1	i	38	-1.4%	8%	0.2%	7%	3.2	58	8.4%	-10%	-5%
O=C(CCS(=O)(=O)c1ccccc1Cl)Nc1ccc(S(=O)(=O)Nc2ncccn2)cc1	i	17	0.0%	6%	0.4%	4%	-0.2	55	0.0%	-2%	4%
O=C(CN1C(=O)NC2(CCCCCC2)C1=O)Nc1cccc(F)c1	i	47	.	3%	0.8%[50 µM]	.	-1.9	93	0.3%	7%	.
CCCS(=O)(=O)N1CCC(C(=O)NCCCOC)CC1	i	39	0.2%	10%	0.1%	7%	-0.4	34	3.3%	-3%	0%
O=C(CN1C(=O)NC2(CCCCCCC2)C1=O)N1CCN(C(=O)c2ccco2)CC1	i	44	0.2%	4%	0.4%	5%	-0.1	61	1.3%	-7%	6%
O=S(=O)(c1ccc(F)cc1)N1CC2CCCN2c2ccc(C(F)(F)F)cc21 (stereo not given)	i	18	0.8%	5%	-0.9%	14%	-0.5	76	8.1%	0%	10%
Cc1ccc(C(=O)NNC(=O)Cn2nnc3ccccc32)cc1	i	44	0.4%	-11%	-0.3%	-7%	0.3	54	-0.2%	-5%	.
O=C(O)c1nn(-c2ccccc2-c2n[nH]c(=O)[nH]c2=O)c(=O)[nH]c1=O	i	17	0.1%	.	.	-5%	-0.3	85	-0.1%	.	20%
O=C(CSCc1ccccc1)N1CCN(c2ccccc2)CC1	i	42	-1.1%	5%	-0.9%	-9%	0.0	69	2.2%	0%	5%
O=c1[nH]c2cc(Cl)ccc2n(CCNc2ncc(C(F)(F)F)cc2Cl)c1=O	i	8	.	2%	0.1%	6%	0.3	56	1.4%	-8%	14%
O=C1COc2ccc(C(=O)COC(=O)c3ccc(F)cc3Cl)cc2N1	i	12	.	1%	-2.4%	.	-1.6	36	.	2%	.
CC(C)(C)OC(=O)N1CCC[C@H]1c1nnc(SCC(=O)Nc2cccc(Cl)c2)o1	i	1	-0.1%	6%	0.3%	-9%	2.7	53	2.8%	-2%	4%
CCc1[nH]nc2c1C(Cc1ccccc1)C(C#N)=C(N)O2 (stereo not given)	i	31	-1.0%	7%	0.3%	-5%	2.3	74	0.2%	-4%	13%
Cc1cc(OCC(=O)OCC(=O)NCCN2C(=O)CSC2=O)ccc1Cl	i	25	.	10%	0.3%[50 µM]	.	-1.4	78	1.0%	-8%	.
O=c1c2sccc2nc(SCc2cc(=O)n3cc(Cl)ccc3n2)n1Cc1ccccn1	i	25	-0.9%	3%	3.4%	-11%	1.4	63	5.8%	-1%	2%
Cc1nn(CC(=O)N2CCOCC2)c(C)c1[N+](=O)[O-]	i	52	0.1%	12%	0.4%	-8%	1.2	41	0.8%	-2%	-2%
CC(=O)c1nnn(-c2ccc(F)cc2F)c1C	i	16	1.3%	-1%	0.7%	5%	-1.6	36	0.3%	-7%	9%
Cc1c(NC(=O)CSc2nnc(-c3ccco3)n2-c2ccccc2)c(=O)n(-c2ccccc2)n1C	i	11	0.1%	8%	1.0%	-3%	-0.6	49	0.4%	-3%	-1%
O=C(NCC(=O)N(c1ccccc1)C(C(=O)NCC1CCCO1)c1ccccc1)c1cccs1 (stereo not given)	i	41	-0.5%	7%	-0.2%	-6%	2.0	55	0.9%	-6%	4%
CC(=O)NC(C)C12CC3CC(CC(C(=O)O)(C3)C1)C2 (stereo not given)	i	24	0.3%	4%	-1.2%	-6%	-0.4	56	-0.1%	-5%	-3%
CCN1CCCC1CN(Cc1cc2ccc(C)cc2[nH]c1=O)C(=S)Nc1ccc(OC)cc1OC (stereo not given)	i	53	-0.6%	-2%	-0.5%	-4%	-1.3	61	4.7%	10%	13%
C/C(=N\OCC(=O)OCC(=O)NC(=O)c1ccccc1)c1ccc2c(c1)OCO2	i	57	.	1%	0.2%[50 µM]	14%	-0.3	52	1.0%	-4%	9%
Clc1ccc(Cn2cc(/C=N/n3cnnc3)c3ccccc32)c(Cl)c1	i	45	-0.4%	7%	0.4%	-1%	34	60	21%	-12%	11%
COc1cc(C(=O)OCCc2c(C)nc3nc[nH]n3c2=O)cc(OC)c1OC	i	56	0.0%	1%	1.5%	-1%	0.4	77	0.3%	-13%	-1%
COC(=O)c1cccc(-c2noc(-c3ccccc3F)n2)c1	i	30	.	-3%	-0.5%	.	1.3	44	0.8%	-5%	.
Cc1c(CCO)c(=O)n(-c2ccccc2)n1S(=O)(=O)c1ccc([N+](=O)[O-])cc1	i	68	-0.1%	7%	-0.9%	-1%	-0.4	37	-1.8%	-2%	34%
